Source: PubChem
S3 lipid droplet: qHTS Assay for Lipid Storage Modulators in Drosophila S3 Cells; lipid storage change, negative = inhibition, % at the top dose, mostly 46.1 µM; hits show Potency in µM; Drosophila S3 cells, BODIPY lipid droplet fluorescence, 18-24 h; cells fed with added oleic acid; actives 0.64% (n = 320,000); active = well fitted inhibition curve with a large enough effect in the signal ratio, with a control signal flat, not every such curve was filed as active; inconclusive = small, poorly fitted or top-dose-only effect, or effect the other way, or a change in a side signal; the % refers to the signal ratio
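Drosophila S3 cells got compounds at several concentrations plus oleic acid (400 uM solution). Laser-scanning cytometry with 488 nm excitation read lipid droplets at 500-530 nm and cells at 575-640 nm. Percent activity was relative to 20 uM Triacsin C.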
S3 lipid droplet cell count max: further read-out of S3 lipid droplet, marked with its call; cell number change, %; measured here: cell count max response;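 cells counted by Cell Tracker Red CMTPX staining in the red channel; peak over a dose series mostly up to 46.1 µM; percent activity relative to internal control wells on each plate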
* = called active by the depositor; i = inactive; ? = inconclusive; · = not tested or not shown. % is set by controls: 0 for no effect and ±100 for the full control effect; potency is the fitted concentration of half-maximal effect. Only part of the results is shown; rates above refer to the full screens.

SMILES	S3 lipid droplet	S3 lipid droplet cell count max
CCC(Sc1ccc2nnc(-c3ccc(F)cc3)n2n1)C(=O)OC (configuration not stated)	?	·
C(=N\n1cnnc1)/c1cn(-c2cccs2)nc1-c1ccccc1	5%	-27
CCOC(=O)C1CCCN(CC(O)COc2ccccc2C(C)=O)C1 (configuration not stated)	3%	23
Cn1cc(Cl)c(C(=O)NNC(=S)NCc2ccco2)n1	-8%	-6
COc1ccc2oc(C(=O)N3CCN(C/C=C/c4ccccc4)CC3)c(C)c2c1	?	·
OC(COC(c1ccccc1)c1ccccc1)CN1CCN(c2cccc(Cl)c2)CC1 (configuration not stated)	i	·
C[C@H](NC(=O)Nc1cccc(C(F)(F)F)c1)C(=O)O	4%	15
COc1ccc(C(CC(=O)N2CCOCC2)c2c(OC)cc(OC)c3c(-c4ccccc4)cc(=O)oc23)cc1 (configuration not stated)	?	·
CCOC(=O)N1CCN(C(=O)CSc2nnc(COc3ccccc3)o2)CC1	11%	6
O=C(NCc1ccccc1)C(c1ccccc1)N(Cc1ccc2c(c1)OCO2)C(=O)Cc1cccs1 (configuration not stated)	-11%	2
Cc1ccc(C(C)NC(=S)NC2CCCCC2)c(C)c1 (configuration not stated)	?	·
O=C(CCNC(=O)OCc1ccccc1)NC1CCCCC1	?	·
O=C1NC(c2ccccc2O)Nc2ccccc21 (configuration not stated)	-8%	-3
Cc1ccc2c(Cl)c(C)c(N3CCCCC3)nc2n1	11%	-3
Cc1ccc(C)c(Cc2c(C)nc3c(C(=O)NCc4ccc5c(c4)OCO5)cnn3c2C)c1	?	·
Cn1ccc(/C=N/N=C2/NC(=O)CS2)n1	?	·
Cc1c(C(=O)OCC(=O)NCc2ccco2)cccc1[N+](=O)[O-]	11%	-25
CCOc1ccc(/C=N/NC(=O)c2ccccc2C)cc1CN1CC2CC(C1)c1cccc(=O)n1C2 (configuration not stated)	22%	8
COc1ccc(Cl)cc1NC(=O)CN1C(=O)CSC1=O	17%	3
O=C(c1ccco1)N1CCN(C(=O)c2ccccc2[N+](=O)[O-])CC1	?	·
CCc1ccccc1N(C(=O)c1snc(C(N)=O)c1N)C(C(=O)NCC1CCCO1)c1ccc(N(C)C)cc1 (configuration not stated)	?	·
O=C(NCc1nnc(SCc2ccc(F)cc2)n1-c1ccccc1)C12CC3CC(CC(C3)C1)C2	?	·
COc1ccc(NC(=O)Cn2nnc(C(=O)Nc3ccc(F)c(Cl)c3)c2N)cc1OC	i	35
CCCC(=O)NCCCc1nc2ccccc2n1C(C)C	i	-67
CN(Cc1ccccc1)C(=O)CN(c1ccc(F)cc1)S(=O)(=O)c1ccc2c(c1)OCCO2	?	·
CC/C(=N\NC(=O)C(N)=O)c1ccccc1O	14%	3
Cc1ccc(-c2cc(C(=O)N3CCOCC3)c3ccccc3n2)cc1	?	·
C=C(C)CC(NCCc1ccccc1)c1ccco1 (configuration not stated)	?	·
COC(=O)[C@@]12CCCCN1[C@H](c1ccc(-c3ccc(OC)cc3)cc1)[C@H]1C(=O)N(C)C(=O)[C@H]12	?	·
Cc1c2cnn(CC(=O)O)c(=O)c2c(C)n1Cc1ccccc1	?	·
Cc1cccc(NC(=O)CN2CCN(C(=O)c3cncn3-c3ccc(F)cc3)CC2)c1C	?	·
CCOC(=O)c1c(NC(=O)CSc2ncnc3ccccc23)sc(C(C)=O)c1C	?	·
O=C(N=C1SC2CS(=O)(=O)CC2N1c1ccc(F)c(Cl)c1)C1CCCO1 (configuration not stated)	i	·
O=C(CSc1nnc(Cc2ccccc2)n1Cc1ccco1)NC1CCCC1	?	·
COc1ccc(S(=O)(=O)N2CCCC2CNC(=O)C(=O)NCCc2ccccc2)cc1 (configuration not stated)	?	·
COC(=O)c1sccc1-c1ccc(/C=N/OC(=O)c2cccs2)o1	-1%	-1
CC(C)Sc1nc2c(c(=O)[nH]c(=O)n2C)n1CCc1ccccc1	5%	19
COc1ccc(OCC(=O)NNC(=O)Cn2c(=O)cnc3ccccc32)cc1	19%	3
C=C(C)COc1ccc2c(C)c(CC(=O)N3C[C@H]4C[C@@H](C3)c3cccc(=O)n3C4)c(=O)oc2c1	16%	-1
CCOc1ccc(S(=O)(=O)N2CCOCC2)cc1NC(=O)CSCc1ccc(C)cc1	10%	2
Cc1ccc(N=C(NO)c2nonc2N)c(C)c1	-4%	-13
O=C(CN(Cc1ccccc1)C(=O)CCC(=O)Nc1nccs1)NCc1ccco1	?	·
Cc1ccc(OCCN(C)C(=O)C2CCC(=O)N(CCCN3CCCC3=O)C2)cc1 (configuration not stated)	i	2
Cn1c(=NC(=O)CSCC(=O)N2CCCC2)sc2ccccc21	?	·
CCCc1c(C(=O)Nc2ccc(C(F)(F)F)cc2)cnn1-c1ccccc1	-17%	-18
COc1ccc(N(Cc2cc3ccc(C)cc3[nH]c2=O)S(=O)(=O)c2ccccc2)cc1	i	-3
O=C(Nc1ccc(F)cc1)c1cccnc1N1CCOCC1	-3%	5
CCOc1ccc(-n2nnnc2SCC(=O)NNC(=O)c2ccco2)cc1	11%	14
COc1ccc(-c2ccc(SCC(=O)NC3CCCCC3)nn2)cc1OC	?	·
CC(=O)c1cccc(NC(=S)NC(=O)C(C)C)c1	?	·
Cc1ccc(-c2nc3c(c(=O)c4ccccc4n3C)c(=O)n2-c2ccccc2)cc1	?	·
Cc1ccc(N(CC(=O)NCc2cccs2)S(=O)(=O)c2cccs2)cc1	?	·
COc1ccc(/C=N/NC(=O)c2nc(-c3ccccc3)cc(-c3ccccc3)n2)cc1OC	?	·
CCCCCNc1nc2ccccc2nc1NS(=O)(=O)c1cccs1	?	·
COc1ccc(NC2c3ccccc3C(=O)N2Cc2ccco2)cc1OC (configuration not stated)	?	·
CC1CCN(S(=O)(=O)c2ccc(C(=O)NCc3ccco3)cc2)CC1	12%	14
Clc1ccc(CSc2nnc(-c3sccc3-n3cccc3)o2)cc1	4%	2
O=C(CSc1ccc2nnc(-c3cccnc3)n2n1)Nc1ccc(F)cc1	?	·
O=C(Nc1nccs1)C1CCN(S(=O)(=O)c2ccccc2)CC1	24%	5
C#CCOc1c(/C=C\c2nc(O)c([N+](=O)[O-])c(=O)[nH]2)cc(Br)cc1OC	?	·

Part of the list above, reformatted.
Clc1ccc(CSc2nnc(-c3sccc3-n3cccc3)o2)cc1
  S3 lipid droplet: 4%	S3 lipid droplet cell count max: 2

O=C(CSc1ccc2nnc(-c3cccnc3)n2n1)Nc1ccc(F)cc1
  S3 lipid droplet: ?	S3 lipid droplet cell count max: ·

O=C(Nc1nccs1)C1CCN(S(=O)(=O)c2ccccc2)CC1
  S3 lipid droplet: 24%	S3 lipid droplet cell count max: 5

C#CCOc1c(/C=C\c2nc(O)c([N+](=O)[O-])c(=O)[nH]2)cc(Br)cc1OC
  S3 lipid droplet: ?	S3 lipid droplet cell count max: ·

(continued)
SMILES	S3 lipid droplet	S3 lipid droplet cell count max
Cc1ccc(CNC(=O)COc2ccc3c(c2)CCC3)cc1	?	·
COc1ccc2cc(C(=O)NCc3ccccc3)c(=O)oc2c1	?	·
O=C(CN1CCN(c2ccccn2)CC1)Nc1ccc(F)c(F)c1	i	-13
COc1ccc(N2CCN(CCCNC(=O)C3CCC(CNc4nc(=S)[nH]c5ccccc45)CC3)CC2)cc1 (configuration not stated)	12%	5
CS(=O)(=O)N1CCN(Cc2ccccc2C(F)(F)F)CC1	-1%	8
COc1cccc(/C=N/NC(=O)c2cc(-c3cccn3C)n[nH]2)c1	-4%	-13
Cc1ccc(Nc2nc(CSc3nnc(-c4cccnc4)n3-c3ccccc3F)cs2)cc1	?	·
COc1ccc(C(=O)NC(=S)NNC(=O)c2ccco2)cc1	i	-20
COc1ccc(/C=N/NC(=O)Cn2nc(C)c([N+](=O)[O-])c2C)cc1	7%	1
Cc1[nH]c2ccccc2c1Cc1nnc(SCC(=O)NCc2ccco2)o1	-15%	·
Cc1ccc(NC2CC(=O)N(Cc3ccccc3)C2=O)cc1 (configuration not stated)	i	13
Cc1nc2c(-c3ccccc3)c(C)[nH]n2c(=O)c1Cc1ccccc1	?	·
C=CCc1ccccc1OCCNCc1ccccc1	-6%	-18
COCCCNC(=O)CCn1c(=O)c2ccccc2n(CC(=O)Nc2ccccc2C)c1=O	?	·
COc1ccccc1C1CCN(C(=O)C2CCCCC2)CC1	-23%	13
CCCCCCC(=O)N(O)C1CC(=O)N(c2ccc(Br)cc2)C1=O (configuration not stated)	?	·
O=C(Cc1ccc(Cl)cc1)Nc1ccc(Cl)cn1	?	·
CCOc1ccc2nc(NC(=O)CS(=O)(=O)c3ccccc3)sc2c1	?	·
O=C(O)c1cc(N/N=C/c2ccc3c(c2)OCO3)ccc1Cl	?	·
CN(Cc1nccn1C)C(=O)C1CCC(=O)N(Cc2cccc(C(F)(F)F)c2)C1 (configuration not stated)	?	·

Exported as comma-separated lines: part of the list above
SMILES,S3 lipid droplet,S3 lipid droplet cell count max
Cc1[nH]c2ccccc2c1Cc1nnc(SCC(=O)NCc2ccco2)o1,-15%,·
Cc1ccc(NC2CC(=O)N(Cc3ccccc3)C2=O)cc1 (configuration not stated),i,13
Cc1nc2c(-c3ccccc3)c(C)[nH]n2c(=O)c1Cc1ccccc1,?,·
C=CCc1ccccc1OCCNCc1ccccc1,-6%,-18

Next structures.
SMILES	S3 lipid droplet	S3 lipid droplet cell count max
CC(=O)c1ccc(OC(C)C(=O)NC2CCCCC2C)cc1 (configuration not stated)	15%	-16
CCOC(=O)CN1C(=O)N(CC(=O)OCC)C(c2ccccc2)(c2ccccc2)C1=O	?	·
COc1ccccc1NC(=S)NCc1ccc2c(c1)OCO2	?	·
CCCOC(=O)c1c(N)sc(C(=O)OCC)c1C	23%	-6
Oc1csc(Cc2nc(-c3ccc(-c4ccccc4)cc3)cs2)n1	?	·
O=c1c2c(nc3nc(Cc4ccccc4)[nH]n13)CCC2	?	·
COC(=O)c1ccc(C)c(NC(=O)c2ccc(Cl)c([N+](=O)[O-])c2)c1	6%	-3
CCCNC(=S)N1CC2(C)CN(C(=O)C(=O)OC)CC(C)(C1)C2=O	3%	2
CC1(C)CC(=O)C(C=NCCN2CCN(C(=O)NC34CC5CC(CC(C5)C3)C4)CC2)=C(O)C1	?	·
COCc1cc(C)n(CC(=O)Nc2ccc(Cl)cc2Cl)c(=O)c1C#N	?	·
Cc1cc(-c2nnc(SCc3ccccn3)o2)no1	?	·
Cc1ccc(C)n1-c1cccc(S(=O)(=O)N2CCOCC2)c1	-1%	-5
CCCc1cc(=O)oc2cc(OC3CCCCC3=O)ccc12 (configuration not stated)	?	·
COc1ccc2oc(C(=O)OCC(=O)NCc3ccccc3OC)c(C)c2c1	?	·
COc1cccc(CC(NC(C)=O)C(=O)NC2CCN(C(=O)c3ccc(Cl)cc3)CC2)c1OC (configuration not stated)	?	·
Cc1c(Cl)cccc1NC(=O)COC(=O)c1c2c(nc3ccccc13)CCN(Cc1ccccc1)C2	?	·
O=C(CN1CCN(C(=O)c2ccccc2)CC1)Nc1ccc(Br)cn1	i	·
CCN(CC)CCn1c2c(c(SCC(=O)NCc3ccccc3)nc1=O)CCCC2	i	-10
O=C(c1cc2cc(Cl)ccc2[nH]1)N1CCN(c2ccccc2F)CC1	-8%	-13
CCC(=O)Nc1ccc(C2C(=O)c3ccccc3C2=O)cc1	9%	-2
Cn1cc(/C=C(\NC(=O)c2ccccc2)C(=O)NCCN2CCOCC2)c2ccccc21	i	16
CN(CC(=O)Nc1c(Cl)cccc1Cl)C(=O)c1ccccc1Cc1ccccc1	10%	8
O=C1CC2(CCN(C(=O)C3CC(=O)N(c4ccc(F)cc4)C3)CC2)Oc2ccccc21 (configuration not stated)	?	·
CCn1c(N2CCN(CC(=O)c3c[nH]c4ccccc34)CC2)nc2c1c(=O)[nH]c(=O)n2C	?	·
COc1cccc(C(=O)N2CCN(C(=O)c3cccc(F)c3)CC2)c1	10%	-9
Cc1ccsc1/C=C1/SC(N2CC(C)OC(C)C2)=NC1=O (configuration not stated)	16%	11
CCSc1nnc(Nc2ccc(C)cc2)s1	0%	-21
O=C(Cc1ccccc1)c1c[nH]c(C(=O)NCCCN2CCOCC2)c1	?	·
COc1cc2nc(=S)n3[nH]c(CCn4nc(C)cc4C)nc3c2cc1OC	?	·
Cc1cc(Cl)c(S(=O)(=O)NC(C(=O)O)c2ccccc2)cc1OCC(N)=O (configuration not stated)	i	6
CC(=O)c1ccccc1C(=O)N1CCC(n2nccc2NC(=O)C2CC2)CC1	?	·
COc1ccc(/C(=C/c2ccc(OC(F)F)c(OC)c2)C(=O)O)cc1OC	4%	-2
CCCCOc1c(Cl)cc(C(=O)N2CCN(CC(=O)N3CCCC3)CC2)cc1OCC	?	·
CCOC(=O)C1=C(COC(=O)CCOc2ccccc2C)NC(=O)NC1C (configuration not stated)	2%	-1
COc1ccc(NC(=O)C2CCN(S(=O)(=O)c3c(C)nn(C)c3C)CC2)cc1	?	·
CCOc1ccc(NC(=O)CN(C)C(=O)C2CCCC2)cc1OCC	10%	0
CN1CCN(/N=C/c2nc(-c3ccc(Cl)cc3)n3ccccc23)CC1	0%	0
COc1cccc(-c2cc(C(=O)Nc3ccc4c(c3)OCO4)no2)c1	?	·
Cc1nc2ccccc2nc1OCC(=O)NCC(F)(F)F	?	·
